Compound activity as filed in PubChem BioAssay.
CXXC DNA block = inhibitors of human MLL CXXC domain-DNA interaction; Potency, µM (doses to about 115 µM), inactives show at the highest dose activity change, negative = inhibition, actives largely listed as inhibitors; 0.037% of 290,000 active; Q03164; MLL-CXXC / FITC-HOXA9 DNA fluorescence polarization; AID 2662; active = well fitted inhibition curve with a large enough effect in the polarisation, with a control signal flat, not every such curve was filed as active; inconclusive = small, poorly fitted or top-dose-only effect, or effect the other way, or a change in a side signal; inactive = no such curve, though single readings can be large or run the other way; the % refers to the polarisation; also: potency is read from the fitted curve at half-maximal effect
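Fluorescence polarization: 7 uM MLL-CXXC (stock) preincubated 5 min with compounds, then 50 nM fluorescein-HOX-A9 DNA (stock) added; 30 min ambient. Buffer 50 mM Tris-HCl pH 7.5, 50 mM NaCl, 1 mM DTT, 0.05% BSA.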
TSG101-PTAP inh = blocks PTAP/TSG101 interaction to inhibit HIV-1 budding | Q99816 | Fluorescence polarization, FITC-PTAP peptide / Tsg101 binding | Potency, µM (titrated, usually from 115 µM), for the others: top-dose activity change, negative = inhibition, usual class: inhibitors | 340,000 tested, under 10 active | AID 493005; active = well fitted inhibition curve with a large enough effect in the main read-out, with a control signal flat, not every such curve was filed as active; inconclusive = small, poorly fitted or top-dose-only effect, or effect the other way, or a change in a side signal; inactive = no such curve, though single readings can be large or run the other way; also: potency is read from the fitted curve at half-maximal effect; % of control where 0% means no effect
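Steps: Tsg101 binding domain dispensed (10 uM final), compounds pinned in DMSO, FITC-labeled PTAP-motif peptide added (50 nM final); after 20 min binding at room temperature, polarization measured.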
a7 integrin act = activators of alpha7 integrin expression for muscular dystrophy; alpha7betagal myoblasts, beta-gal FDG fluorescence, 48 h; Potency, µM (top dose mostly 38.3 µM), inactives show at the highest dose activation, usual class: activators; 0.064% of 350,000 active;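 also: potency is read from the fitted curve at half-maximal effect; 100% = response of the positive control SU9516; nearly all actives have a fitted effect of over 60% in size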
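Alpha7betagal+/- myoblasts (passage 13) were plated 16-24 hr, then exposed to compounds (1:260 dilution of DMSO stock) for 48 hours at 37C. After MPER lysis, β-galactosidase reporter activity was read as FDG fluorescence (ex 480/em 540) after 30 minutes.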
AT treatment = potential ataxia-telangiectasia treatment; 0.19% of 320,000 active; Potency, µM (top dose mostly 57.5 µM), for inactives: at the highest dose activation, usual class: activators; […] A-T fibroblasts, KAP-1 phosphorylation AlphaLISA; neocarzinostatin DNA damage 30 min before lysis; also: potency is read from the fitted curve at half-maximal effect; % of control where 0% means no effect; nearly all actives have a fitted effect of over 45% in size
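hTERT-immortalized A-T patient fibroblasts ([…]), 500 cells/well in OPTI-MEM, 1% FBS, got compounds for 60 min, then NCS for 30 min at 37C. Lysates were then assayed for phospho-KAP-1 by AlphaLISA (anti-pKAP1 donor, anti-KAP1 acceptor beads), 6 hr at 25C.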
Mito fusion yeast = blocks mitochondrial division or promotes mitochondrial fusion; S. cerevisiae fusion-defective mutant growth rescue, CellTiterGlo 48 h; Potency, µM (titrated, usually from 46.1 µM), inactives show top-dose growth rescue (activation), most hits filed as activators; 0.23% of 320,000 active;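 also: potency is read from the fitted curve at half-maximal effect; % of control where 0% means no effect; nearly all actives have a fitted effect of over 45% in size; temperature-sensitive fusion mutants such as fzo1-1 at 37 °C on non-fermentable ethanol glycerol medium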
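Growth-rescue viability read-out: after 48 h at the non-permissive 37C in glycerol/ethanol YPEG, yeast mitochondrial fusion mutants are measured by CellTiterGlo luminescence; compounds (23 nl pinned per well) restoring growth score as division inhibitors or fusion activators.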
S-ASM inh = blocks human secretory acid sphingomyelinase; placental ASM, HMU-PC fluorogenic substrate, 60 min; Potency, µM (series often up to 57.5 µM), inactives show at the highest dose activity change, negative = inhibition, most hits filed as inhibitors; 0.006% of 340,000 active; P17405; AID 504937; also: potency is read from the fitted curve at half-maximal effect
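Steps: dispense placental human ASM, pin compound, wait 10 min at room temperature, add HMU-PC0 substrate at 9 uM final, incubate 60 min at 37 °C, add stop solution raising pH to 10, read fluorescence.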
MBNL1-CUG inh = blocks human MBNL1 binding to CUG repeat RNA; TR-FRET MBNL1-His/biotin-(CUG)12 binding, 665/545 ratio; Potency, µM (highest dose often 57.5 µM), for the others: top-dose activity change, negative = inhibition, hits mostly inhibitors; Q9NR56; 0.036% of 280,000 active; active = well fitted inhibition curve with a large enough effect in the signal ratio, with a control signal flat, not every such curve was filed as active; inconclusive = small, poorly fitted or top-dose-only effect, or effect the other way, or a change in a side signal; inactive = no such curve, though single readings can be large or run the other way; the % refers to the signal ratio; also: potency is read from the fitted curve at half-maximal effect; % is scaled to controls: 0 for no effect and ±100 for the full control effect
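TR-FRET readout: Ex 340 nm, 665/545 nm emission ratio, normalized to buffer-only (basal) and MBNL1-(CUG)12 controls. Complex of MBNL1-His with Biotin-(CUG)12, compounds 92 nM–58 uM, incubated 60 min at room temperature.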
TSHR antag = blocks TSH signaling through the human TSH receptor; P16473; TSHR-expressing cells, TSH-stimulated cAMP HTRF, 2 h; active compounds read low; activity change, negative = inhibition, % at 11.5 µM; 0.2% of 330,000 active; AID 504810;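 active = activity change below a set negative limit, meaning inhibition stronger than a set level, cut at about -70% in these data; inconclusive = activity change between two set negative limits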; also: % is scaled to controls: 0 for no effect and ±100 for the full control effect
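Inhibition of cAMP made by TSHR-expressing cells under TSH stimulation (4nM final, EC80; 2 h, 37 deg C) is quantified with a one-step lysis HTRF kit, anti-cAMP cryptate versus cAMP-d2.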
Menin-MLL TR inh = displaces Texas Red mutant MLL peptide from human menin. O00255. Menin + Texas Red MLL mutant peptide, fluorescence polarization. Potency, µM (top dose mostly 61.6 µM), for the others: at the highest dose FP activity change, negative = inhibition, actives largely listed as inhibitors. 0.23% of 270,000 active. AID 1768; active = well fitted inhibition curve with a large enough effect in the polarisation, with a control signal flat, not every such curve was filed as active; inconclusive = small, poorly fitted or top-dose-only effect, or effect the other way, or a change in a side signal; inactive = no such curve, though single readings can be large or run the other way; the % refers to the polarisation; also: potency is read from the fitted curve at half-maximal effect; % of control where 0% means no effect; many of its hits are not listed in these tables
TCR act = activates T cell receptor signaling; primary human leukocytes, anti-CD3, IL-2 HTRF, 48 h; 330,000 tested, under 10 active; Potency, µM (series often up to 9.22 µM), without a hit: top-dose activation of IL-2 secretion, usual class: activators; also: % of control where 0% means no effect
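HTRF read-out of IL-2 secretion: europium cryptate donor excited at 320nm, d2 acceptor emission at 665nm. Cells were primary human leukocytes incubated 48 hr with compounds and a-CD3 beads, supplying TCR signal only.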
* marks the source's active call; other numbers are inactive results; u = inconclusive; x = no result given; [ ] = dose if it differs, or a comment. Unless noted, calls follow the shape of the dose curve; as a rule, active = well fitted curve in the direction sought with a large enough effect; inconclusive = small, poorly fitted or top-dose-only effect, or another doubt; inactive = no such curve, though single readings can be large; an effect the other way counts as inactive or inconclusive.

SMILES	CXXC DNA block	TSG101-PTAP inh	a7 integrin act	AT treatment	Mito fusion yeast	S-ASM inh	MBNL1-CUG inh	TSHR antag	Menin-MLL TR inh	TCR act
CCCCc1nc(Cl)c(C#N)c2c1CCCC2	2%	0%	5%	10%	7%	-10%	2%	-9	-6%	-3%[46.1 µM]
O=C(Nc1ccncc1)C1CC(=O)N(c2ccc(F)cc2)C1 (stereo not drawn)	-6%	-4%	9%	6%	5%	-2%	1%	-11	-2%	5%
COc1ccc(CCN2CC(C(=O)NCc3cnn(C(C)C)c3)CCC2=O)cc1 (stereo not drawn)	3%	4%	u	29%	2%	2%	0%	22	x	-2%
Cc1ccc(Cn2c(=O)c3cccnc3n(CC(=O)Nc3cccc(C(F)(F)F)c3)c2=O)cc1	21%	2%	23%	x	-4%	85%[activator]	u	-12	-27%	0%[46.1 µM]
COC(=O)c1c(NC(=O)CN2CCN(C(=O)c3ccco3)CC2)c2c(C)cccc2n1C	-1%	-2%	-2%	7%	5%	1%	16%	5	u	-3%
Cc1cccc(NC(=O)COC(=O)C2C3CC4OC(=O)C2C4C3)c1C (stereo not drawn)	8%	-2%	9%	-3%	-2%	-1%	-5%	-3	-7%	5%
Cc1cc(C)c(-c2cc(NC(=O)COC(=O)c3ccc(CO)cc3)n(-c3ccccc3)n2)cc1C	9%	-3%	7%	-2%	12%	-11%	x	7	19%	11%[46.1 µM]
NC(=O)c1ccc(NC(=O)COC(=O)C2CCN(S(=O)(=O)c3cccs3)CC2)cc1	x	-4%	3%	8%	x	0%	x	x	x	x
N#Cc1ccc(CN2CCN(C(=O)c3cc(Cl)c4c(c3)OCCO4)CC2)cc1	x	0%	0%	2%	8%	1%	x	2	x	54%
Cn1cc(C(=O)N/N=C/C2=C(N3CCOCC3)C(=C\c3ccccc3)/CC2)ccc1=O	29%	-2%	-30%[inhibitor]	-12%	-2%	-3%	3%	-4	0%	-12%[46.1 µM]
CCOC(=O)N1C(=O)c2cc(OC)ccc2S1(=O)=O	-10%	-1%	17%	5%	3%	6%	-16%	43	-11%	5%
CCOc1ccc(CN(C)c2nc(-c3cccnc3)nc3ccccc23)cc1OC	-5%	0%	-25%	0%	13%	4%	-10%	-13	-21%	-5%
CS(=O)(=O)c1ccc(Oc2ccc(-c3nnco3)cc2)c([N+](=O)[O-])c1	-7%	-1%	-51%[inhibitor]	-8%	4%	-2%	u	-9	-6%	6%
O=C(CSc1nnc2n1CCCCC2)Nc1ccc(N2CCOCC2)cc1	-16%	-5%	-14%	-27%	3%	1%	4%	0	x	2%
C[C@H](CO)N1C[C@H](C)[C@@H](CN(C)Cc2ccncc2)Oc2c(NC(=O)c3ccncc3)cccc2C1=O	x	0%	-10%	-2%	x	0%	x	-2	x	-8%
O=C(c1ccc(C(=O)N2CCCc3ccccc32)s1)N1CCCc2ccccc21	1%	-4%	-6%	-1%	-28%	-5%	-2%	3	-22%	2%
CC(C)(C)C(=O)COC(=O)c1c2c(nc3ccccc13)CCC2	-6%	-2%	5%	8%	3%	-1%	24%	-3	5%	1%
O=C(CSc1nc2ccccc2c(=O)[nH]1)Nc1cccc([N+](=O)[O-])c1	17%	-1%	20%	1%	0%	-3%	8%	-5	u	5%
CCCCN1C=C(C(=O)c2ccccc2)C(=O)CC1	x	1%	0%	x	x	-9%	x	x	x	-1%
C=C(C)Cn1c(N2CCCC2)nc2c1c(=O)[nH]c(=O)n2C	0%	-7%	-32%	1%	1%	0%	3%	-3	5%	-38%
Cc1ccc(NC(=O)Cn2cc(S(=O)(=O)c3ccc(F)cc3)c(=O)c3cc(F)ccc32)cc1	23%	0%	0%	7%	20%	-8%	u	30	-1%	0%
O=C(CN1C(=O)/C(=C/c2cccc(Cl)c2)SC1=S)NC1C=CS(=O)(=O)C1 (stereo not drawn)	12%	-3%	20%	-7%	-3%	-3%	u	-7	u	2%
CC1CCCC(C)N1S(=O)(=O)c1ccc(NC(=O)CCN2C(=O)C3CC=CCC3C2=O)cc1 (stereo not drawn)	x	2%	-21%	1%	-4%	-2%	x	2	x	5%
Cc1ccc(NC(=S)N2CCN(S(=O)(=O)c3ccc(F)cc3)CC2)cc1	11%	0%	-13%	10%	-2%	0%	-12%	18	-1%	8%
CCOc1ccc(CCN2C(=O)c3cccnc3C2=O)cc1OCC	-2%	-2%	u	8%	11%	3%	u	2	-20%	6%
O=C(COc1ccc2c3c(c(=O)oc2c1)CCCC3)N1CCN(c2ccccc2)CC1	8%	-5%	-27%	8%	4%	3%	-1%	4	x	-1%
Cc1ccccc1C(=O)NCCCNC(=O)c1ccccn1	32%	-5%	2%	7%	-11%	2%	-2%	5	-8%	4%
Cc1ccc(C(=O)N2CCCC(N3CCN(c4ccccc4C)CC3)C2)c(=O)[nH]1 (stereo not drawn)	4%	-15%	16%	8%	-3%	-10%	-8%	0	-2%	-9%
Cc1cccc(S(=O)(=O)N2CCN(Cc3ccc4c(c3)OCO4)CC2)c1	1%	-2%	-16%	3%	-9%	3%	0%	-12	-12%	-4%
S=c1[nH]cc(-c2ccc(Cl)cc2)n1-c1ccccc1	3%	-1%	16%	-1%	-7%	7%	248%[activator]	-30	-13%	-5%[46.1 µM]
CCCS(=O)(=O)c1nc(S(=O)(=O)c2ccc(C)cc2)c(N2CCc3ccccc3C2)s1	3%	-3%	23%	7%	15%	0%	16%	-31	-15%	3%[46.1 µM]
CCCc1ccc(OCC(O)CN2CCc3ccccc3C2)cc1 (stereo not drawn)	-5%	-3%	14%	2%	-14%	0%	-4%	2	-24%	1%
COc1cc(/C=C(\NC(=O)c2ccccc2)C(=O)NCCO)c([N+](=O)[O-])cc1OC	-8%	-1%	-12%	-3%	-15%	2%	16%[11.5 µM]	6	-1%	-3%[46.1 µM]
NC(=O)c1ccccc1NC(=O)/C=C/c1cccc(Cl)c1	-9%	-5%	18%	10%	6%	-4%	12%	-12	u	8%
Cc1occc1-c1nnc(SCC(=O)Nc2ccccc2)n1CCc1ccccc1	-7%	-2%	-21%	2%	8%	0%	-5%	25	2%	6%
COc1ccc(C(=O)Nc2ccc(N3CCN(C(C)=O)CC3)cc2)cc1[N+](=O)[O-]	5%	x	x	6%	-1%	x	4%	-10	u	x
CC(C)OC(=O)Nc1ccc2c(c1)N(C(=O)N1CCN(C)CC1)c1ccccc1CC2	9%	-1%	-14%	-35%	-13%	15%	-6%	5	x	-2%
Cc1cc(C2C(=O)C(C(=O)c3ccc(Cl)cc3)C(=O)CC2(C)C)on1 (stereo not drawn)	4%	-6%	-20%	-6%	-2%	2%	-5%	-1	11%	6%
O=C(CSc1nnc(SCc2ccc(Cl)cc2)s1)N/N=C/c1c[nH]c2ccccc12	2%	0%	-37%	-11%	-3%	-7%	x	-21	u	1%[46.1 µM]
O=C(CCN1C(=O)/C(=C/c2cccs2)SC1=S)N1CCCCC1	35%[activator]	-4%	-36%	-6%	-2%	u	u	-31	-11%	5%
O=S(=O)(c1ccc(F)cc1)N1CCN(c2nc(-c3ccc(F)cc3)cs2)CC1	27%	-2%	-25%	-4%	-19%	-1%	16%	9	16%	4%
Cn1ccnc1SCc1cc(=O)[nH]c2ccccc12	6%	-3%	18%	11%	0%	-2%	4%	-1	10%	6%
CC(=O)c1ccc(NC(=O)CN2C(=O)/C(=C/C(C)=C/c3ccccc3)SC2=S)cc1	17%	-1%	9%	3%	9%	-1%	x	3	u	2%[46.1 µM]
Cc1csc(-c2cnn(-c3ccccc3)c2NC(=O)c2cccc(F)c2)n1	17%	-6%	-1%	x	1%	-5%	1%	4	-9%	4%
COc1ccc(C2=C(Nc3ccc(C)cc3)c3ccccc3C2=O)cc1	11%	0%	-1%	-3%	-5%	-21%	x	2	u	10%[46.1 µM]
O=S(=O)(NCC(c1cccnc1)N1CCN(c2ccccc2)CC1)c1cc(F)ccc1F (stereo not drawn)	22%	-11%	8%	14%	22%	2%	1%	-6	-5%	3%
COCCNc1nc2nonc2nc1N(C)Cc1ccc(C)cc1	-7%	-1%	-7%	-4%	0%	3%	13%	1	9%	-1%

This is a subset, so the mix of outcomes need not match the whole.
